RSV CPE inhibition – inhibition of RSV-induced cytopathic effect – HEp-2 cells, primary 10 µM value included (AID 2391). one-dose CPE inhibition, % at 10 µM; IC50 in µM for titrated hits. HEp-2 cells, RSV-induced CPE inhibition; higher % means a stronger effect. actives 0.13% (n = 310,000); in the data active = a potency from the dose series; inconclusive = CPE inhibition mostly from about 23% at the one dose, without a potency; inactive = the rest, 99 in 100 with CPE inhibition below about 21%; note: strong numbers were not always called active
SV40 large T antigen – TAg ATPase/helicase activity blockers – biochemical (AID 1903); SV40 large T antigen ATPase/helicase inhibition assay; higher % means a stronger effect; inhibition, % at 20 µM, or IC50 in µM where a hit was titrated; actives 0.39% (n = 310,000); in the data active = a potency from the dose series; inconclusive = inhibition mostly from about 32% at the one dose, without a potency; inactive = the rest, 99 in 100 with inhibition below about 32%; note: strong numbers were not always called active
SIAH1 antagonists – Siah-1 peptide-binding antagonists, primary screen, biochemical, fluorescence polarization, rhodamine-plectin, uHTS (AID 1817); Siah-1 / rhodamine-plectin peptide fluorescence polarization; higher % means a stronger effect; displacement, % at 20 µM, or IC50 in µM where a hit was titrated; actives 0.02% (n = 290,000);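 active = displacement of at least 50% at 20 µM, with a fluorescence ratio check between 0.3 and a set limit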;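 note: plate controls were Siah plus tracer with DMSO for no effect and tracer alone without Siah for full effect; strong numbers were not always called active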
XIAP antagonists – small molecules displacing peptide from XIAP – biochemical, IAP family, fluorescence polarization (AID 1018); XIAP BIR domain, fluorescence polarization peptide displacement; higher % means a stronger effect; displacement, % at 20 µM; hits with a dose series show IC50 in µM; actives 0.007% (n = 200,000); in the data active = displacement above about 50%; note: a part of the inactive calls stands beside numbers as strong as those of hits
AID2073 – disruptors of CaV2.2 binding to Mint1 – biochemical, HTRF (AID 2073) | one-dose inhibition, % at 20 µM; IC50 in µM for titrated hits | actives 0.19% (n = 290,000) | HTRF protein-protein interaction, Mint1-CaV2.2; higher % means a stronger effect; in the data active = inhibition mostly above about 51%, no sharp cut-off; inconclusive = no clear call, values can overlap the other calls; inactive = mostly below about 53%; note: some results filed as inactive read as strong as hits
Rac1 GTP hydrolysis – MgcRacGAP GTPase-activating activity inhibitors, confirmation, biochemical, ADP Hunter fluorescence; MgcRacGAP-stimulated Rac1 GTP hydrolysis, ADP Hunter fluorescence; higher % means a stronger effect; GST-tagged Rac1 F28L mutant substrate; inhibition, % at 30 µM; hits with a dose series show IC50 in µM; actives 0.6% (n = 340,000); AID 624330;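 active = first-screen hits whose inhibition reached a set limit at any dose in the follow-up dose series; inconclusive = inhibition above the set first-screen limit but never retested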;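 note: fluorescence reports GDP produced by GAP-driven GTP hydrolysis; strong numbers were not always called active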
LYP phosphatase – PTPN22 lymphoid phosphatase activity blockers – biochemical, fluorescence intensity, uHTS (AID 1779); inhibition, % at 11.5 µM, or IC50 in µM where a hit was titrated; recombinant LYP phosphatase, fluorescence intensity; higher % means a stronger effect; actives 0.054% (n = 290,000); in the data active = inhibition above about 50%;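 note: plate controls were vehicle with enzyme for no effect and no enzyme for full effect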
HIV peptide binding – inhibitors of HIV fusion peptide binding, primary screen, biochemical, uHTS, fluorescence dequenching (AID 1986); cell-free peptide binding, fluorescence dequenching, 30 min; higher % means a stronger effect; inhibition, % at 20 µM, or IC50 in µM where a hit was titrated; actives 0.3% (n = 290,000); in the data active = inhibition mostly above about 52%, no sharp cut-off; inactive = mostly below about 76%; note: some results filed as inactive read as strong as hits
NS5 inhibitors – flavivirus cap methylation enzyme inhibition – biochemical, confirmation dose response, primary screen (AID 588689) | Dengue-2 NS5 methyltransferase capping enzyme assay, biochemical; higher % means a stronger effect | inhibition, % at 25 µM; hits with a dose series show IC50 in µM | actives 0.3% (n = 340,000); in the data active = a potency from the dose series; inconclusive = inhibition above about 29% without an active follow-up result
NS5 inhibitors pilot replicate – also measured in NS5 inhibitors; calls as there; inhibition, %; measured here: pilot screen replicate inhibition
* hit, by the source's call; u = inconclusive; x = not tested or not shown. Rows are unselected. Share with any hit: about 1.7%.

Preview, 3 compounds:
SMILES	RSV CPE inhibition	SV40 large T antigen	SIAH1 antagonists	XIAP antagonists	AID2073	Rac1 GTP hydrolysis	LYP phosphatase	HIV peptide binding	NS5 inhibitors	others
O=C(Nc1ccc2oc(=O)ccc2c1)c1ccc(-c2cccc(Cl)c2)o1	3.5%	21%	-6%	x	24%	-2%	-15%	1.8%	-1%
CC(C)C[C@H](NC(=O)c1nc[nH]c1C(=O)N1CCc2ccccc2C1)C(=O)OC(C)(C)C	-3.1%	36%	8%	x	-2%	-1%	0%	-0.2%	-5%
CCC(C)c1ccccc1NC(=O)COC(=O)c1ccc(N2CCCC2)c([N+](=O)[O-])c1 (stereo not drawn)	0.9%	17%	2%	-5.8%	11%	1%	10%	0.0%	-1%

The whole of this part, repeating the preview:
SMILES	RSV CPE inhibition	SV40 large T antigen	SIAH1 antagonists	XIAP antagonists	AID2073	Rac1 GTP hydrolysis	LYP phosphatase	HIV peptide binding	NS5 inhibitors	others
O=C(Nc1ccc2oc(=O)ccc2c1)c1ccc(-c2cccc(Cl)c2)o1	3.5%	21%	-6%	x	24%	-2%	-15%	1.8%	-1%
CC(C)C[C@H](NC(=O)c1nc[nH]c1C(=O)N1CCc2ccccc2C1)C(=O)OC(C)(C)C	-3.1%	36%	8%	x	-2%	-1%	0%	-0.2%	-5%
CCC(C)c1ccccc1NC(=O)COC(=O)c1ccc(N2CCCC2)c([N+](=O)[O-])c1 (stereo not drawn)	0.9%	17%	2%	-5.8%	11%	1%	10%	0.0%	-1%
COCCC(=O)N1CCC(Oc2ccc(C(=O)N3C[C@@H]4CCC[C@H]3C4)cc2)CC1	0.9%	1%	-6%	x	-4%	6%	2%	-0.4%	-6%
O=C(CN(Cc1ccc(Cl)cc1)C(=O)c1csnn1)NCc1ccc(F)cc1	0.8%	-2%	-3%	x	-3%	6%	-4%	0.7%	-4%
CCn1c(C)nc2cc(C(=O)N/N=C/c3cccc(OC)c3O)ccc21	7.4%	6%	-5%	-6.7%	-4%	15%	5%	2.5%	-4%
O=C(NCCCN1CCCC1)c1ccc2c(c1)N(Cc1ccccc1F)C(=O)c1ccccc1S2=O (stereo not drawn)	0.3%	-3%	-1%	x	10%	9%	-14%	0.7%	-7%
CC(Oc1cccc2c1OC(C)(C)C2)C(=O)O (stereo not drawn)	1.8%	3%	1%	-4.4%	4%	0%	-4%	2.6%	-12%
Oc1ccc(/C=N/Nc2nn3cnnc3c3ccccc23)cc1	-0.7%	30%	-4%	x	5%	22µM*	0%	-0.8%	-10%
Cc1cc(SCc2cccc(C(F)(F)F)c2)nc(=O)[nH]1	u	4%	0%	x	6%	5%	-10%	0.1%	-15%
COC(=O)Cn1c(=NC(=O)c2ccc(S(=O)(=O)N3CCOCC3)cc2)sc2cc(S(N)(=O)=O)ccc21	-0.1%	4%	1%	x	7%	7%	-4%	0.3%	-3%
CCc1cc2ccc(C)cc2nc1SCC(=O)Nc1c[nH]c(=O)[nH]c1=O	1.7%	6%	3%	-11%	20%	3%	-4%	-0.9%	-1%
COc1cc(/C=C2\Oc3cc(O)ccc3C2=O)ccc1O	2.1%	1%	-4%	x	48%	26µM*	2%	30%	-12%
COc1ccc(NC(=S)Nc2ccc3nc(C)c(C)nc3c2)cc1	1.5%	21%	-1%	-2.3%	32%	12%	-1%	0.0%	-10%
CCOc1ccccc1NS(=O)(=O)c1cc2c3c(c1)C(C)C(=O)N3CCC2 (stereo not drawn)	1.6%	10%	2%	x	-1%	13%	-8%	-0.6%	1%
CCOc1ccc(C2CC(c3ccccc3C)n3ncnc3N2)cc1 (stereo not drawn)	-0.6%	4%	-7%	-0.5%	12%	-4%	-3%	-1.8%	0%
COCCNC(=S)N/N=C(\C)c1ccc2cc(OC)ccc2c1	6.5%	23%	-6%	-4.2%	-18%	11%	2%	-1.4%	-5%
O=C(NCC(=O)N(CCc1ccccc1)C(C(=O)NC1CCCCC1)c1ccncc1)c1ccco1 (stereo not drawn)	1.6%	15%	1%	-3.3%	33%	-5%	1%	2.2%	10%
CCCS(=O)(=O)c1cnc(C2COc3ccccc3O2)nc1N (stereo not drawn)	-0.7%	20%	-4%	x	5%	3%	-10%	-1.0%	0%
CCN(CC)CCN(Cc1cc2cc3c(cc2[nH]c1=O)OCO3)C(=S)NC	2.2%	9%	-2%	x	-11%	8%	-10%	-1.6%	-9%
COc1ccc(OC2OC3COC(C)(C)OC3C(O)C2NC(C)=O)cc1 (stereo not drawn)	2.0%	4%	4%	0.5%	12%	13%	-3%	2.0%	x
Cc1ccccc1C(=O)NC(=S)NCCc1ccccc1	2.1%	13%	-1%	-1.4%	-6%	8%	-1%	2.1%	-13%
CC(C)(CN1CCC(Cc2ccccc2)CC1)NS(=O)(=O)c1ccccc1	0.0%	x	-1%	x	3%	21%	-5%	-0.3%	5%
Cc1cc(C(=O)c2ccccc2)nc2ccccc12	1.3%	0%	3%	-3.3%	4%	-1%	-4%	-0.5%	-2%
CCCCS(=O)(=O)/C=C\C=C/S(=O)(=O)CCCC	-3.8%	u	4%	-1.0%	-35%	24%	-4%	1.2%	-28%
O=C(c1ccc(Cl)cc1)N1CCN(c2ncccn2)CC1	-0.2%	5%	5%	x	0%	11%	-7%	1.2%	2%
CCSc1ccc(-c2ccc(C)cc2)nn1	x	1%	3%	-3.3%	-7%	-7%	1%	-0.5%	1%
CCCCN1CCc2c(c3ccccc3n2Cc2ccccc2)C1	1.1%	5%	4%	x	27%	x	-11%	-0.5%	4%
CC(C)n1cnnc1SCC(=O)NNC(=O)COc1ccc(Cl)cc1	0.1%	6%	x	x	x	1%	x	x	-8%
O=C(N/N=C(/c1ccccc1)c1ccncc1)c1ccc2c(c1)OCO2	1.2%	12%	-1%	-3.7%	-9%	5%	-1%	1.7%	-3%
Cc1cccc(N=Nc2c(C)[nH]n(C(N)=S)c2=O)c1C	-0.4%	20%	5%	-7.0%	-4%	x	1%	1.1%	x
CC1(C)Cc2c(sc(NC(=O)C(=O)N3CCCCC3)c2C(N)=O)CO1	1.6%	2%	-2%	x	7%	-7%	-3%	-0.7%	-4%
COCC(=O)NC1CCN(CC(=O)Nc2ccc(OC)cc2[N+](=O)[O-])CC1	2.1%	9%	-1%	-8.7%	-7%	2%	-12%	-1.3%	1%
Cc1onc(-c2ccccc2Cl)c1C(=O)N(C)CC(=O)Nc1ccc(F)c(F)c1F	2.2%	7%	x	x	x	8%	x	x	-1%
CCCc1cc(=O)oc2cc(C)cc(OCC(=O)NC(Cc3ccc(Cl)cc3)C(=O)O)c12 (stereo not drawn)	2.3%	16%	0%	x	21%	2%	-2%	9.1%	2%
Cc1ccnc(NC(=O)CSc2ccc3c(c2)OCCO3)c1	4.5%	14%	x	x	x	7%	x	x	4%
CCC(C)c1ccc(NC(=O)C2CCCN(c3ncccn3)C2)cc1 (stereo not drawn)	-2.6%	0%	-5%	-6.8%	2%	3%	0%	-3.0%	-6%	NS5 inhibitors pilot replicate=-0.9
CC(=O)Nc1ccc(S(=O)(=O)NCCc2ccccc2)cc1	0.1%	-5%	3%	0.3%	-6%	6%	-8%	-0.4%	-8%
COc1cc(C)c(C)cc1S(=O)(=O)N1CCN(Cc2ccc3c(c2)OCO3)CC1	-0.7%	6%	0%	-0.9%	1%	10%	-4%	-3.8%	2%
CN1CCN(c2nc(-c3ccc(Cl)cc3)nc3ccccc23)CC1	x	x	2%	x	-2%	x	-6%	0.8%	-6%
Cc1ccc(OCC(O)Cn2c(=N)n(CCN3CCCCC3)c3ccccc32)cc1 (stereo not drawn)	7.3%	6%	2%	-9.0%	-5%	10%	-6%	-1.4%	-2%	NS5 inhibitors pilot replicate=3.9
COc1cnc(-c2ccccn2)nc1Sc1ccc(F)cc1	-4.3%	27%	-15%	-5.8%	4%	5%	0%	-1.4%	-2%
O=C(CSc1nnc(C2COc3ccccc3O2)o1)N1CCOCC1 (stereo not drawn)	0.4%	5%	4%	-1.6%	-14%	-3%	-11%	0.9%	x
Cc1ccccc1-c1nsc(SCC(=O)Nc2ccc3c(c2)OCO3)n1	-0.3%	3%	4%	-5.3%	6%	2%	-7%	-1.4%	-2%
Cn1nc(C(=O)NC2CCCCC2)c2c1-c1ccccc1S(=O)(=O)C2	x	8%	-4%	x	2%	-1%	-9%	-0.5%	4%
O=C(Nc1ccc2c(c1)OCCO2)NC12CC3CC(CC(C3)C1)C2	20%	1%	2%	-3.6%	15%	5%	-7%	0.3%	-4%
Cc1nc2ccccc2c2c1C(=O)N(Cc1cccnc1)C2=O	1.9%	6%	-8%	-3.0%	22%	0%	-10%	-2.9%	5%
CN(Cc1cccs1)CC(O)COCc1ccco1 (stereo not drawn)	-0.5%	11%	-3%	-1.8%	-2%	1%	-5%	0.2%	-8%
CCOC(=O)C1=C(C)Nc2nc(SCc3cccnc3)nn2C1c1ccc(OC)cc1 (stereo not drawn)	-0.4%	3%	5%	-1.9%	-3%	5%	-4%	-1.7%	-7%
CCNC(=S)N(CCO)Cc1cc2cc3c(cc2[nH]c1=O)OCO3	1.4%	2%	-2%	x	-4%	-2%	-10%	-0.5%	-10%	NS5 inhibitors pilot replicate=0.0
COc1ccc(CNC(=O)COC(=O)C2CC2C)cc1OC (stereo not drawn)	2.2%	23%	x	x	x	-5%	x	x	0%
O=C(C/C=N/OCc1ccc(Cl)cc1Cl)c1ccc(Cl)cc1	3.6%	1%	-4%	-0.6%	25%	3%	2%	10%	-5%
CCN(CC)S(=O)(=O)c1cccc(C(=O)Nc2nc3cc4c(cc3s2)OCCO4)c1	21%	10%	0%	5.2%	24%	7%	5%	0.6%	-1%
COc1ccc(C2c3c(ccc4ccccc34)Oc3ncn4nc(Cc5ccccc5)nc4c32)cc1OC (stereo not drawn)	4.6%	-1%	13%	1.8%	26%	3%	2%	3.3%	-1%
CSCCOC(=O)C1=C(C)Nc2ccc(C)cc2S1	0.8%	19%	-1%	-1.4%	-28%	53µM*	3%	-2.6%	2%
O=C(NCCc1ccccc1)C1CCN(C(=O)c2ccc([N+](=O)[O-])cc2)CC1	1.4%	7%	0%	-0.7%	3%	3%	-13%	0.6%	x
CCN(CC)CCN1C(=O)C2C(C(=O)Nc3ccc(Br)cc3)C3C=CC2(O3)C1C(=O)NC1CCCCC1 (stereo not drawn)	1.4%	3%	8%	x	7%	6%	-9%	1.0%	-11%
CCOCCCn1c(=S)[nH]c2cc(C(=O)N3CCN(C)CC3)ccc2c1=O	0.0%	5%	4%	0.8%	-24%	3%	-10%	-1.7%	-3%
O=C(COC(=O)C1CC2C=CC1C2)Nc1ccccc1F (stereo not drawn)	2.0%	6%	-1%	-4.7%	-3%	3%	5%	-2.9%	-3%
COc1ccccc1-c1sc2ccccc2c1-c1ccc(C(C)=O)cc1	-0.5%	2%	4%	x	10%	10%	-9%	2.7%	4%
